D2 antagonist – HTS Assay for Allosteric Antagonists of the Human D2 Dopamine Receptor: Primary Screen for Antagonists. HEK293 TREx D2 cells, calcium flux, dopamine EC80. inhibition, % at 10 µM. 340,000 tested, 2% active; in the data active = inhibition above about 30%; note: 0% is about no effect
Target sequence (P14416 whole entry, looked up): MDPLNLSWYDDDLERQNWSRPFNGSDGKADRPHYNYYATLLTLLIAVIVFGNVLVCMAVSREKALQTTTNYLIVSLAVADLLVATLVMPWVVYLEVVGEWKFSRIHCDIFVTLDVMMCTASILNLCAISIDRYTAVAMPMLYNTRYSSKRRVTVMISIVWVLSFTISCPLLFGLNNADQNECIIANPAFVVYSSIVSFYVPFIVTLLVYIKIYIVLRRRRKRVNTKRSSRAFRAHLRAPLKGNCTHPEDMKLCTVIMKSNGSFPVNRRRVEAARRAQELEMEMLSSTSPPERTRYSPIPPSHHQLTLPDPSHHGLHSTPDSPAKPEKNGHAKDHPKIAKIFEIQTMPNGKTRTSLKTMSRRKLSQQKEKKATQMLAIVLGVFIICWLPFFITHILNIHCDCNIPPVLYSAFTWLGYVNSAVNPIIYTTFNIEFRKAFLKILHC
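Calcium flux kinetic readout in an inducible HEK293 TREx D2 line plated overnight at 30 C. After 180 s compound exposure, an EC80 dopamine challenge follows with another 180 s kinetic read to detect antagonism.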
D1 potentiator – Potentiators of Human D1 Dopamine Receptor: qHTS; 360,000 tested, 0.036% active; potentiation, % at 10 µM; HEK293 TREx D1 cells, calcium flux, dopamine EC20 potentiation; AID 504651, 2011; in the data active = potentiation above about 30%; note: 0% is about no effect
Target sequence (P21728 whole entry, looked up): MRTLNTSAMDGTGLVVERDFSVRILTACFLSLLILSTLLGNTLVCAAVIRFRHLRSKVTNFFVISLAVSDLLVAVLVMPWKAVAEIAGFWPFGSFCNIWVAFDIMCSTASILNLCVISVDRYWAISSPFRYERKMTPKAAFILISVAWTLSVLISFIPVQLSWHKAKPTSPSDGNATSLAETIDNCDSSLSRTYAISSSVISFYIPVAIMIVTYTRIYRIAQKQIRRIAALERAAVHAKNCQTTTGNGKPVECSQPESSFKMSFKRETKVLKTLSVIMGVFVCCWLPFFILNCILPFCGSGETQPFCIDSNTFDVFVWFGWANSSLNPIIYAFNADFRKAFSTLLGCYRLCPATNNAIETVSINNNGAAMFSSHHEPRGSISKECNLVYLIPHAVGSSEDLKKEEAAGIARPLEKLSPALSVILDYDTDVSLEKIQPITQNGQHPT
D2 PAM – HTS Assay for Positive Allosteric Modulators of the Human D2 Dopamine Receptor: Primary Screen for Potentiators | D(2) dopamine receptor (Homo sapiens), P14416 | HEK293 T-REx D2, calcium flux, EC20 dopamine potentiation | potentiation, % at 10 µM | 340,000 tested, 0.34% active | AID 485347, 2010;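 active = potentiation over 3 SD above the plate norm, cut at about 30% in these data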; note: 0% is about no effect
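Tetracycline-induced Hek293 Trex D2 cells, force-coupled to calcium, loaded with no-wash calcium dye. Compound added with 180 s kinetic read for agonism, then EC20 dopamine and a further 180 s read for potentiation.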
D1 agonist – Allosteric Agonists of the Human D1 Dopamine Receptor: qHTS | D(1A) dopamine receptor (Homo sapiens), P21728 | HEK293 T-REx D1 cells, calcium flux, agonist mode | activation, % at 2 µM | 360,000 tested, 1% active | AID 504660, 2011; note: 0% is about no effect
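Agonism was scored from calcium flux recorded over 180 s (1 read/s) after pintool compound addition, following a 10-cycle baseline. Cells were inducible force-coupled HEK293 TREx D1, plated overnight at 30 C and loaded with no-wash calcium dye.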
TRHR agonist – qHTS for Small Molecule Agonists and Allosteric Enhancers of Human TRH Receptor: Primary Screen for Agonists | Thyrotropin-releasing hormone receptor (Homo sapiens), P34981 | TRHR cells, calcium flux fluo-8, FDSS agonist mode | activation, % at 2 µM | 360,000 tested, 0.18% active; note: 0% is about no effect
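Read-out: compound-evoked intracellular calcium rise in TRHR cells, fluo-8 dye, kinetic FDSS fluorescence at 1 s/cycle following a 10-cycle baseline. Cells cultured overnight before dye loading (30 min–1.5 h, RT).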
RXFP1 antagonist – qHTS Assay for Antagonists of the Relaxin Receptor RXFP1 | HEK293-RXFP1, relaxin-stimulated cAMP HTRF, 30 min; stronger effect = lower value | activity change, negative = inhibition, % at 57.5 µM | 350,000 tested, 0.59% active | AID 1259400, 2018;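 active = activity change of -60% or lower, but not beyond a set lower limit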; note: % is set by controls: 0 for no effect and ±100 for the full control effect
D2 ag – HTS Assay for Allosteric Agonists of the Human D2 Dopamine Receptor: Primary Screen for Agonists; AID 485358, 2010; D(2) dopamine receptor (Homo sapiens), P14416; activation, % at 2 µM; 340,000 tested, 0.53% active; HEK293 T-REx D2 cells, calcium flux agonist mode;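 active = activation over 3 SD above normal in the single-dose calcium agonist read, cut at about 30% in these data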; note: 0% is about no effect
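Tetracycline-induced HEK293 T-REx cells with force-coupled D2 receptor, plated overnight at 30 C, loaded with no-wash calcium dye. After a 10 s baseline, compound was pin-added and calcium flux read kinetically for 180 s; calcium rises flagged agonists.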
TRHR PAM – qHTS for Small Molecule Agonists and Allosteric Enhancers of Human TRH Receptor: Primary Screen for Enhancers; Thyrotropin-releasing hormone receptor (Homo sapiens), P34981; TRHR cells, fluo-8 calcium fluorescence, EC20 TRH enhancement; enhancement, % at 2 µM; 360,000 tested, 0.66% active; AID 493056, 2011; in the data active = enhancement above about 30%; note: 0% is about no effect
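TRHR-expressing cells loaded with fluo-8 calcium dye were read kinetically (ex 480/em 530) during compound addition, then stimulated with an EC20 of TRH (10 nM final). Enhancement of the Gq-mediated intracellular calcium response was scored.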
D1 antagonist – Antagonist of Human D 1 Dopamine Receptor: qHTS. D(1A) dopamine receptor (Homo sapiens), P21728. HEK293 TREx D1 cells, calcium flux, dopamine EC80; stronger effect = lower value. activity change, negative = inhibition, % at 10 µM. 360,000 tested, 3.2% active; in the data active = activity change below about -30%; note: % is set by controls: 0 for no effect and ±100 for the full control effect
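Calcium flux readout: force-coupled, inducible Hek293 Trex D1 line, cells induced overnight at 30 C with tetracycline, dye-loaded 30–90 min at RT. Antagonism scored against EC80 dopamine challenge given 180 s after compound.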
* marks the source's active call; other numbers are inactive results. Cut-off read from the data, not from the text of the source, unless noted: active = activation above about 30%; inactive = the rest.

Results for CCC1CN(C(=O)N2CCC(C(=O)NCCc3ccc(C)cc3)CC2)c2ccccc2O1 (stereo not drawn) ?
D1 potentiator: -1; D2 PAM: 3; D1 agonist: 6; TRHR agonist: -0.5; RXFP1 antagonist: -15; D2 ag: -1.0; TRHR PAM: -5; D1 antagonist: 13

Results for O=Cc1cccn1-c1c(C(=O)O)cnn1-c1ccccc1 ?
D2 antagonist: -2; D1 potentiator: 2; D2 PAM: -3; D1 agonist: 1; TRHR agonist: 0.8; RXFP1 antagonist: 4; D2 ag: 0.4; TRHR PAM: 26; D1 antagonist: 13

Results for CC(C)c1ccc2[nH]c3c(c2c1)CCC/C3=N\NC(=O)c1ccncc1 ?
D1 potentiator: -1; D1 agonist: 1; TRHR agonist: -0.7; RXFP1 antagonist: -14; TRHR PAM: 7; D1 antagonist: 8

How did Cc1ccc(N2CCN(C(=O)c3cc(C(=O)c4ccccc4C)c[nH]3)CC2)c(C)c1 do in these assays?
D2 antagonist: -4; D2 PAM: 7; D1 agonist: 4; TRHR agonist: -1.0; RXFP1 antagonist: -6; D2 ag: -1.3; TRHR PAM: 86*; D1 antagonist: 19

How did CCc1nnc(NC(=O)c2n[nH]c(=O)c3ccccc23)s1 do in these assays?
D2 antagonist: 14; D1 potentiator: 6; D2 PAM: 0; D1 agonist: 2; TRHR agonist: 0.3; RXFP1 antagonist: -2; D2 ag: -0.4; TRHR PAM: -1; D1 antagonist: 2

What do the screens show for `COc1ccc(-c2csc(NC(=O)c3cccc(S(=O)(=O)N4CCN(C)CC4)c3)n2)cc1`?
D2 antagonist: -6; D1 potentiator: -9; D2 PAM: 6; D1 agonist: 19; TRHR agonist: 0.0; RXFP1 antagonist: -12; D2 ag: -0.2; TRHR PAM: 4; D1 antagonist: -48*

Results for O=C(COC(=O)/C=C/c1ccccc1)NNC(=O)c1ccc([N+](=O)[O-])cc1 ?
D2 antagonist: -4; D1 potentiator: 0; D2 PAM: 3; D1 agonist: 3; TRHR agonist: -0.2; RXFP1 antagonist: -14; D2 ag: 0.0; TRHR PAM: 6; D1 antagonist: 40

How did O=C(CSc1nc2ccccc2n1Cc1ccccc1)NCc1ccccc1 do in these assays?
D1 potentiator: 0; D2 PAM: 2; D1 agonist: 4; TRHR agonist: -0.7; D2 ag: -1.5; TRHR PAM: -5; D1 antagonist: -14

How did O=C(N=C1c2ccccc2CN1c1ccc(F)cc1)c1ccc(Cl)nc1 do in these assays?
D2 antagonist: 13; D1 potentiator: -3; D2 PAM: 0; D1 agonist: 1; TRHR agonist: -0.1; D2 ag: -1.0; TRHR PAM: -5; D1 antagonist: -6

Results for CC(Oc1ccccc1)C(=O)Nc1c(C(=O)Nc2cccc(F)c2)oc2ccccc12 (stereo not drawn) ?
D1 potentiator: 4; D2 PAM: 14; D1 agonist: 4; TRHR agonist: 0.6; D2 ag: 0.4; TRHR PAM: 6; D1 antagonist: -3

Pulled one by one from the entries so far:
How did O=C(CSc1nc2ccccc2n1Cc1ccccc1)NCc1ccccc1 do in these assays?
D1 potentiator: 0; D2 PAM: 2; D1 agonist: 4; TRHR agonist: -0.7; D2 ag: -1.5; TRHR PAM: -5; D1 antagonist: -14

How did O=C(N=C1c2ccccc2CN1c1ccc(F)cc1)c1ccc(Cl)nc1 do in these assays?
D2 antagonist: 13; D1 potentiator: -3; D2 PAM: 0; D1 agonist: 1; TRHR agonist: -0.1; D2 ag: -1.0; TRHR PAM: -5; D1 antagonist: -6

Results for O=C(COC(=O)/C=C/c1ccccc1)NNC(=O)c1ccc([N+](=O)[O-])cc1 ?
D2 antagonist: -4; D1 potentiator: 0; D2 PAM: 3; D1 agonist: 3; TRHR agonist: -0.2; RXFP1 antagonist: -14; D2 ag: 0.0; TRHR PAM: 6; D1 antagonist: 40

Other entries:
What do the screens show for `Cc1ccc(C(=O)N2CCn3c(C)ccc3C2C)cc1` (stereo not drawn)?
D2 antagonist: -5; D1 potentiator: 0; D2 PAM: 1; D1 agonist: 9; TRHR agonist: 0.9; RXFP1 antagonist: -16; D2 ag: 0.4; TRHR PAM: 7; D1 antagonist: -4

What do the screens show for `O=C(c1ccco1)N1CCN(c2ccc([N+](=O)[O-])c(N3CCOCC3)c2)CC1`?
D2 antagonist: 0; D1 potentiator: -4; D2 PAM: 10; D1 agonist: 2; TRHR agonist: 0.3; RXFP1 antagonist: 11; D2 ag: -0.2; TRHR PAM: 2; D1 antagonist: 30

Results for CCc1nc2c(nnn2Cc2ccc(F)cc2)c(=O)[nH]1 ?
D2 antagonist: 0; D1 potentiator: -3; D2 PAM: 11; D1 agonist: 3; TRHR agonist: 0.0; RXFP1 antagonist: -14; D2 ag: -2.8; TRHR PAM: 7; D1 antagonist: 2

How did Cc1ccc2nc(/C(C#N)=C/c3ccc(O)c(O)c3)[nH]c2c1 do in these assays?
D2 antagonist: -5; D1 potentiator: -3; D2 PAM: -2; D1 agonist: 7; TRHR agonist: 15; RXFP1 antagonist: -13; D2 ag: 8.2; TRHR PAM: 8; D1 antagonist: -20

How did Cc1ccc(NC(=O)Cc2sc(C)nc2-c2ccc(C)cc2)cc1 do in these assays?
D2 antagonist: 20; D1 potentiator: -11; D2 PAM: -29; D1 agonist: 1; TRHR agonist: -0.5; RXFP1 antagonist: 8; D2 ag: -0.3; TRHR PAM: 5; D1 antagonist: -35*

How did O=C(Cn1c(C(=O)N2CCc3ccccc3C2)cc2sccc21)c1ccccc1 do in these assays?
D1 potentiator: -1; D1 agonist: 4; TRHR agonist: 0.5; RXFP1 antagonist: -2; TRHR PAM: -3; D1 antagonist: 8

What do the screens show for `COc1ccc(CCNC(=O)c2nonc2N)cc1`?
D1 potentiator: 3; D1 agonist: -2; TRHR agonist: 0.0; RXFP1 antagonist: 11; TRHR PAM: -5; D1 antagonist: -15

Results for O=C(NNC(=O)c1ccc(SCC2CCCO2)c([N+](=O)[O-])c1)c1ccc(Cl)c([N+](=O)[O-])c1 (stereo not drawn) ?
D2 antagonist: -4; D1 potentiator: 0; D2 PAM: -3; D1 agonist: 1; TRHR agonist: -1.0; RXFP1 antagonist: -15; D2 ag: -1.1; TRHR PAM: 2; D1 antagonist: -16

Results for CCN(CC)S(=O)(=O)c1cccc(-c2nnc(SCC(=O)c3ccc(Cl)s3)n2C)c1 ?
D2 antagonist: -20; D1 potentiator: -1; D2 PAM: 18; D1 agonist: 1; TRHR agonist: -1.0; RXFP1 antagonist: -2; D2 ag: -1.1; TRHR PAM: -4; D1 antagonist: -13

How did N#CCCN(C(=O)CCl)c1cccc(Cl)c1 do in these assays?
D2 antagonist: -6; D1 potentiator: 2; D2 PAM: 12; D1 agonist: 4; TRHR agonist: 0.8; RXFP1 antagonist: -3; D2 ag: 0.4; TRHR PAM: 3; D1 antagonist: -7

What do the screens show for `CCC(C)Sc1oc(-c2ccco2)nc1S(=O)(=O)c1ccc(C)cc1` (stereo not drawn)?
D1 potentiator: 2; D2 PAM: -2; D1 agonist: 12; TRHR agonist: -0.4; RXFP1 antagonist: -9; D2 ag: 0.2; TRHR PAM: 1; D1 antagonist: -2

Results for N#Cc1ccc(OCC(=O)OCC(=O)Nc2sccc2C(N)=O)cc1 ?
D2 antagonist: 6; D1 potentiator: -6; D2 PAM: 7; D1 agonist: 13; TRHR agonist: 0.3; RXFP1 antagonist: -12; D2 ag: 0.6; TRHR PAM: -7; D1 antagonist: -25

How did Cc1ccc(NC(=O)NCc2ccc3c(c2)OCO3)cc1 do in these assays?
D2 antagonist: 1; D1 potentiator: -5; D2 PAM: -3; D1 agonist: -1; TRHR agonist: -0.6; RXFP1 antagonist: 6; D2 ag: 0.9; TRHR PAM: 1; D1 antagonist: 0

How did CCc1ccc(OCC(=O)Nc2ncc3c(n2)CC(C)(C)CC3=O)cc1 do in these assays?
D2 antagonist: -14; D1 potentiator: -3; D2 PAM: -3; D1 agonist: 0; TRHR agonist: -1.8; RXFP1 antagonist: 2; D2 ag: 0.7; TRHR PAM: -4; D1 antagonist: 7

What do the screens show for `O=C1NC(=S)N(c2cccc(Cl)c2)C12CCCCC2`?
D2 antagonist: 9; D1 potentiator: -3; D2 PAM: -5; D1 agonist: 6; TRHR agonist: -0.1; RXFP1 antagonist: 10; D2 ag: 1.1; TRHR PAM: 6; D1 antagonist: 7

How did CN(C)/C=C/C(=O)c1ccc(C(F)(F)F)cc1F do in these assays?
D2 antagonist: -10; D1 potentiator: 7; D2 PAM: 14; D1 agonist: 0; TRHR agonist: -1.1; RXFP1 antagonist: -6; D2 ag: -0.2; TRHR PAM: 11; D1 antagonist: 2

What do the screens show for `CCOC(=O)c1c(NC(=O)COc2ccccc2)sc2c1CC(C)(C)NC2(C)C`?
D2 antagonist: 3; D1 potentiator: -2; D2 PAM: 1; D1 agonist: 9; TRHR agonist: 0.6; RXFP1 antagonist: -14; D2 ag: -1.4; TRHR PAM: 10; D1 antagonist: 16

What do the screens show for `COc1cc(-c2n[nH]c(=O)o2)cc(OC)c1OC`?
D2 antagonist: -8; D1 potentiator: 0; D2 PAM: -12; D1 agonist: -2; TRHR agonist: 0.0; RXFP1 antagonist: -5; D2 ag: 0.2; TRHR PAM: -19; D1 antagonist: 11

What do the screens show for `Cc1[nH]c(=O)c(S(=O)(=O)c2ccccc2)c(C)c1Cl`?
D2 antagonist: -1; D1 potentiator: -4; D2 PAM: 4; D1 agonist: 5; TRHR agonist: 0.1; RXFP1 antagonist: 9; D2 ag: -0.4; TRHR PAM: 1; D1 antagonist: 2

How did Cc1ccc(C(=O)Nc2ccc(S(=O)(=O)N3CCCC3)cc2)s1 do in these assays?
D2 antagonist: -2; D1 potentiator: 0; D2 PAM: 2; D1 agonist: 4; TRHR agonist: -1.6; RXFP1 antagonist: -3; D2 ag: -6.1; TRHR PAM: 21; D1 antagonist: 10

What do the screens show for `COc1ccc(C(=O)CSc2ccc(-c3ccco3)nn2)cc1`?
D2 antagonist: -12; D1 potentiator: -4; D2 PAM: 16; D1 agonist: 0; TRHR agonist: -0.3; RXFP1 antagonist: -16; D2 ag: 3.2; TRHR PAM: -5; D1 antagonist: -6

How did Cc1cccc(NC(=O)COc2coc(CN3CCN(c4ccccc4)CC3)cc2=O)c1 do in these assays?
D2 antagonist: 22; D1 potentiator: -4; D2 PAM: 4; D1 agonist: 7; TRHR agonist: -0.3; RXFP1 antagonist: -16; D2 ag: 28; TRHR PAM: -2; D1 antagonist: -23

High-throughput results as filed in PubChem BioAssay.
